JMJD2A Tudor: inhibitors of human JMJD2A Tudor domain; AlphaScreen JMJD2A-Tudor / H3K4me3 peptide binding; AID 504339; Potency, µM (series often up to 114 µM), without a hit: at the top dose activity change, negative = inhibition, hits mostly inhibitors; actives 4.4% (n = 390,000); O75164; also: potency is read from the fitted curve at half-maximal effect; % is scaled to controls: 0 for no effect and ±100 for the full control effect; nearly all actives have a fitted effect of over 50% in size
HP1b chromo inh: HP1-beta chromodomain-methylated histone interaction inhibition. P83916. AlphaScreen HP1-beta / biotin-H3K9me3 peptide binding. Potency, µM (titrated, usually from 114 µM), for the others: at the highest dose activity change, negative = inhibition, most hits filed as inhibitors. actives 0.56% (n = 390,000). AID 540317; also: potency is read from the fitted curve at half-maximal effect; nearly all actives have a fitted effect of over 70% in size; inactives centre near 23
Target sequence (P83916 whole entry, looked up): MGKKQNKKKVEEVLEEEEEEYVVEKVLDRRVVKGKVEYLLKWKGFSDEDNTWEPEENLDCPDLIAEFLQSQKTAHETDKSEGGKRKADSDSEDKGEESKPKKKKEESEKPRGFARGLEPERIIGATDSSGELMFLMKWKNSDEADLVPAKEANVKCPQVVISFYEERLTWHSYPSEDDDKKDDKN
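HP1-beta protein (50 nM final) preincubated 30 min at room temperature with biotinylated H3(1-18)K9me3 peptide (50 nM) in PBS pH 7.4, 0.01% Tween-20, then compound added for 30 min. AlphaScreen streptavidin donor/nickel chelate acceptor beads (10 ug/mL final), 30 min dark, luminescence read.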
PI4K2A block: PI4K2A (human) kinase inhibition; Q9BTU6; purified PI4K2A, ADP-Glo luminescence, 1 h; active compounds read low; activity change, negative = inhibition, % at 76.9 µM; actives 0.13% (n = 420,000); AID 1346378; in the data active = activity change below about -50%; inconclusive = mostly about -30% to -49%;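 also: -100% = wells without enzyme as full effect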
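In this quantitative HTS, ADP production by PI4K2A was quantified luminescently after 1 h at ambient temperature; 100 microM adenosine served as plate-quality control.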
G9a block: inhibitors of human histone lysine methyltransferase G9a | Q96KQ7 | G9a H3K9 monomethylation, AlphaScreen, 2 h | Potency, µM (top dose mostly 102 µM), inactives show top-dose activity, negative = inhibition, most hits filed as inhibitors | actives 8.8% (n = 350,000) | AID 504332; also: potency is read from the fitted curve at half-maximal effect; % is scaled to controls: 0 for no effect and ±100 for the full control effect; nearly all actives have a fitted effect of over 75% in size
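G9a (20 nM) was preincubated 15 min with compound, then reacted 2 h at room temperature with 500 nM biotin-H3K9 peptide and 20 µM SAM. Monomethyl-H3K9 detected by AlphaScreen using anti-H3K9me1 antibody.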
PGK inhibitor: T. brucei PGK inhibition; Potency, µM (titrated, usually from 57.5 µM), inactives show top-dose activity change, negative = inhibition, hits mostly inhibitors; P07378; AID 602233; PGK/GAPDH coupled, Kinase-Glo luminescence, 60 min; actives 0.043% (n = 380,000); also: potency is read from the fitted curve at half-maximal effect; % is scaled to controls: 0 for no effect and ±100 for the full control effect; nearly all actives have a fitted effect of over 60% in size
Target sequence (P07378 whole entry, looked up): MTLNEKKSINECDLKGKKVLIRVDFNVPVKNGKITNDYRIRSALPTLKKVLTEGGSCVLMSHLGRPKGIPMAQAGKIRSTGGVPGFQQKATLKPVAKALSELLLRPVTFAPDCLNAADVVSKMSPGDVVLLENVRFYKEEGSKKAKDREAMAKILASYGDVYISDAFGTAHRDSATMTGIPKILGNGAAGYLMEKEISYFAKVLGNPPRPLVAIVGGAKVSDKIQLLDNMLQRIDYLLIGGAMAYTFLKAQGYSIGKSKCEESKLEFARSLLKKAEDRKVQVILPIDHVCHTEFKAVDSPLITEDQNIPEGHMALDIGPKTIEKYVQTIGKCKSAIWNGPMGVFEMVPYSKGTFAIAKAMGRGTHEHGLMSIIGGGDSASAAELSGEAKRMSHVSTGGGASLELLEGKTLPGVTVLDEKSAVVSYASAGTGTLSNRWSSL
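Recombinant glycosomal PGK reaction used 1,3-bisphosphoglycerate generated in-well by GAPDH (100nM final) in 100mM TEA pH 7.6, 5mM MgCl2, 0.01% Tween-20. After 60 minutes at room temperature, ATP was read by Kinase-Glo Plus luminescence end-point.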
Pin1 inh: blocks the human prolyl isomerase Pin1; Q13526; Pin1 FP peptide displacement, HiFluor488, 10 min; Potency, µM (highest dose often 115 µM), for inactives: at the top dose activity, negative = inhibition, usual class: inhibitors; actives 0.009% (n = 390,000); active = well fitted inhibition curve with a large enough effect in the polarisation, with a control signal flat, not every such curve was filed as active; inconclusive = small, poorly fitted or top-dose-only effect, or effect the other way, or a change in a side signal; inactive = no such curve, though single readings can be large or run the other way; the % refers to the polarisation; also: potency is read from the fitted curve at half-maximal effect; % is scaled to controls: 0 for no effect and ±100 for the full control effect
BAZ2B block: inhibitors of human BAZ2B bromodomain; Q9UIF8; AlphaScreen BAZ2B-H3K14Ac peptide displacement; Potency, µM (titrated, usually from 114 µM), without a hit: top-dose activity change, negative = inhibition, actives largely listed as inhibitors; actives 4.4% (n = 360,000); also: potency is read from the fitted curve at half-maximal effect; % is scaled to controls: 0 for no effect and ±100 for the full control effect; nearly all actives have a fitted effect of over 60% in size
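AlphaScreen displacement: compounds (up to 110uM) incubated 30 min at room temperature with a preformed 50 nM BAZ2B/50 nM biotinylated H3K14Ac peptide complex in PBS pH 7.4 with Tween-20. Donor and acceptor beads at 10 ug/mL final added, 20 min light-protected before reading.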
ERG-DNA inh: inhibitors of human ERG Ets domain-DNA interaction | P11308 | fluorescence polarization, His-ERG Ets domain / labelled DNA | Potency, µM (titrated, usually from 76.9 µM), for the others: at the top dose FP activity, negative = inhibition, hits mostly inhibitors | actives 0.028% (n = 370,000); active = well fitted inhibition curve with a large enough effect in the polarisation, with a control signal flat; inconclusive = small, poorly fitted or top-dose-only effect, or effect the other way, or a change in a side signal; inactive = no such curve, though single readings can be large or run the other way; the % refers to the polarisation;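 also: polarization taken with two DNA probes labelled with fluorescein and Texas red; potency is read from the fitted curve at half-maximal effect; % of control where 0% means no effect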
Target sequence (P11308 whole entry, looked up, the tested form may be a part): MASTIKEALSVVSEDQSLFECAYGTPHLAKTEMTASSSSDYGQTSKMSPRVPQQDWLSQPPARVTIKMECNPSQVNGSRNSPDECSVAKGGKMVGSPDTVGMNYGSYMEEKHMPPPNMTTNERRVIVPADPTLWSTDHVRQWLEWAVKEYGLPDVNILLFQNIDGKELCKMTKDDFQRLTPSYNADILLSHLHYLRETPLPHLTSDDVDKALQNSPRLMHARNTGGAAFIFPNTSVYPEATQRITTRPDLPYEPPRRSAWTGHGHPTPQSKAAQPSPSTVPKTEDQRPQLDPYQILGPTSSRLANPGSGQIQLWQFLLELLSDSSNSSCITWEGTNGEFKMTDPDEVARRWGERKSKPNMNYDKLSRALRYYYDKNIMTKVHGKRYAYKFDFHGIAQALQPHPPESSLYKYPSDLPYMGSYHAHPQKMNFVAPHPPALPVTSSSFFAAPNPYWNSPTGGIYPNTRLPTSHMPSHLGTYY
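His-tagged ERG Ets domain (1 uM in the protein solution; 300mM KCl, 50mM Tris-HCl, 1mM EDTA, 1mM DTT, pH 7.5) received compound, then a probe mix of 5 nM fluorescein-DNA and 100nM Texas-615-DNA. Fluorescence polarization was read for both dyes.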
GLS inh: blocks human kidney-isoform glutaminase activity | actives 0.21% (n = 410,000) | GLS enzymatic activity, qHTS titration | Potency, µM (titrated, usually from 45.5 µM), for inactives: at the highest dose activity change, negative = inhibition, hits mostly inhibitors | AID 624170; also: potency is read from the fitted curve at half-maximal effect; % is scaled to controls: 0 for no effect and ±100 for the full control effect
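hKGA in 45 mM KH2PO4 pH 8.2, 0.02% Tween-20 with pin-transferred compounds; 1 mM L-glutamine (stock) plus glutamate oxidase/HRP/Amplex Red coupling added. Fluorescence read initially and after 30 min at RT.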
* marks the source's active call; other numbers are inactive results; i = inactive; ? = inconclusive; / = no result given; [ ] = another dose, or the depositor's remark. Unless noted, calls follow the shape of the dose curve; as a rule, active = well fitted curve in the direction sought with a large enough effect; inconclusive = small, poorly fitted or top-dose-only effect, or another doubt; inactive = no such curve, though single readings can be large; an effect the other way counts as inactive or inconclusive.

SMILES	JMJD2A Tudor	HP1b chromo inh	PI4K2A block	G9a block	PGK inhibitor	Pin1 inh	BAZ2B block	ERG-DNA inh	GLS inh
COc1ccc(NC(=O)COC(=O)CN2C(=O)C3CCCCC3C2=O)cc1OC (centres undefined)	-11%	27%	-1	16%[59 µM]	6%	-1%	13%	-6%	3%
CC1(C)Cc2cccc(OCC(=O)N3CCN(c4ccc(F)cc4)CC3)c2O1	-23%	13%	0	-27%	-10%	-1%	-19%	-9%	4%
OC(COC(c1ccccc1)c1ccccc1)CN1CCc2ccccc2C1 (centres undefined)	-24%	15%	-8	17%[59 µM]	5%	-1%	-6%	-3%	7%
CC(=O)N1C(C(=O)O)CSC1c1cccc(C)c1 (centres undefined)	-18%	19%	-2	6%	1%	3%	-23%	-5%	3%
Cc1ccc(NC(=S)NCc2ccc3c(c2)OCO3)cc1	-22%	-9%	7	3%[59 µM]	2%	0%	-5%	3%	-8%
Cc1ccc(S(=O)(=O)N2CCOCC2)cc1NC(=O)CN1CCN(C)CC1	-15%	14%	2	-3%[59 µM]	-3%	0%	0%	/	4%
COc1ccc2c(c1)-c1nc(NC(=O)c3ccccc3F)sc1CC2	7%	69%[activator]	3	0%[59 µM]	2%	1%	-5%	-8%	1%
CCOc1cccc(C2/C(=C(/O)c3ccc4c(c3)CC(C)O4)C(=O)C(=O)N2Cc2cccnc2)c1 (centres undefined)	-17%	-1%	5	1%[0.0925 µM]	-4%	-1%	1%	4%	0%
Cc1cccc(OCC(=O)Nc2c(C(=O)N3CCN(c4ccccc4F)CC3)oc3ccccc23)c1	-30%	21%	-1	?	i	11%	-29%	9%	-5%
O=C(NC(=O)c1cccc(F)c1)Nc1ccc(-c2cc(C(F)(F)F)nn2-c2ccccc2)cc1	-18%	37%	-4	-4%[59 µM]	/	0%	-8%	-13%	-6%
CCOc1ccc(CN(C)C(=O)[C@H](Cc2ccccc2)NC(=O)OCc2ccccc2)cc1OC	-18%	9%	1	0%	3%	3%	-9%	2%	-8%
NS(=O)(=O)c1ccc(CNC(=S)NC2CC2)cc1	-7%	-10%	-3	28µM*	i	1%	?	-19%	10%
OCC1(Cc2cccc(Cl)c2)CCCN(Cc2cn[nH]c2C2CCCCC2)C1 (centres undefined)	-19%	0%	-5	6%	-3%	3%	-20%	12%	3%
COCCn1c(=N)c(C(=O)NC2CCCC2)cc2c(=O)n3cc(C)ccc3nc21	4%	39%[activator]	0	1%[59 µM]	i	-3%	-1%	-4%	0%
COc1ccc(S(=O)(=O)N(Cc2ccccc2)c2ccccc2C(=O)N2CCOCC2)cc1	-1%	23%	4	-2%	6%	0%	5%	-4%	-1%
CC(=O)c1ccc(N2CCN(C(=O)C3CCN(S(=O)(=O)c4cn(C)cn4)CC3)CC2)cc1	2%	26%	4	-2%[12.7 µM]	5%	0%	-11%	2%	-1%
CC(OC(=O)c1cccc(S(=O)(=O)N2CCCCC2)c1)C(=O)NCC1CCCCC1 (centres undefined)	-12%	-12%	-4	?	i	-8%	0%	2%	-3%
COc1ccccc1C(=O)Nc1ccc(Br)cc1C	49%[activator]	85%[activator]	-1	27%	-3%	4%	49%[activator]	-4%	3%
Nc1cc(N)nc(SCCc2ccccc2)n1	-5%	11%	5	16%	-10%	-1%	-23%	-12%	-6%
Cc1ccc(N/C=C(\[N+](=O)[O-])S(=O)(=O)c2ccccc2)cc1	-14%	33%	0	?	-11%	-3%	-34%	-13%	?
COc1ccc(NC(=O)CN(c2c(C)cccc2C)S(C)(=O)=O)cc1	-8%	39%	0	23%	i	0%	-18%	14%	-6%
CC(=O)n1cc([C@H]2C=C(C(=O)N3CCOCC3)O[C@@H](OCc3ccc(CO)cc3)C2)c2ccccc21	-19%	36%	-2	-10%[59 µM]	9%	3%	-13%	6%	10%
COc1cc(C(=O)OC2CSCC2NC(=O)c2ccccc2)cc(OC)c1OC (centres undefined)	-20%	15%	-5	-36%	/	-3%	-27%	10%	-2%
Cc1nnsc1NC(=O)OCC(C)(C)C	-9%	17%	5	50µM*	1%	4%	5%	-5%	1%
CCOc1ccccc1CNC(=O)CCN1C(=O)COc2ccccc21	-14%	14%	4	1%[59 µM]	-9%	-2%	-5%	7%	2%
CCOC(=O)/C(N=Nc1c(Br)cc(Br)cc1Br)=C(\C)O	7%[57.1 µM]	25%	-1	25%[59 µM]	8%	0%	2%	1%	5%
CCn1c(=O)cc(OCC(=O)NCCCN2CCC(C)CC2)c2ccccc21	-10%	10%	-1	2%	i	-2%	-27%	-6%	2%
CC(C)Oc1ccc(C2CC(=O)N(Nc3ccc([N+](=O)[O-])cc3[N+](=O)[O-])C2=O)cc1 (centres undefined)	-5%	24%	-5	-4%[12.7 µM]	i	-13%	-13%	11%	0%
Cc1ccc(F)cc1CNC(=O)C1CCC(=O)N(CCc2ccccc2)C1 (centres undefined)	-10%	33%	-3	-5%	-4%	-10%	-2%	-11%	-3%
CCOC(=O)Cn1c(=O)n(Cc2ccccc2)c(=O)c2cccnc21	16%	44%[activator]	-6	25%[0.501 µM]	0%	2%	7%	-4%	1%
CCCCC12CN3CC(C)(CN(C1)C3c1c(C)[nH]c(=O)[nH]c1=O)C2=O (centres undefined)	-16%	20%	-2	?	7%	-9%	-12%	0%	15%
Cc1cc(C)c(C)c(S(=O)(=O)Nc2ccccc2N2CCOCC2)c1C	-3%	44%[activator]	6	/	-9%	-1%	/	8%	3%
COc1ccccc1N1CCN(c2ccc(NC(=O)c3ccc(C)cc3)cc2C(=O)O)CC1	-19%	18%	-7	-5%[59 µM]	-13%	2%	-15%	1%	-4%
C=CCN(CC(=O)NCC1CCCO1)C(=O)CCC(=O)Nc1cc(C)on1 (centres undefined)	-5%	41%[activator]	-2	10%	i	-2%	8%	-5%	-7%
CCOC(=O)N1CCN(C(=O)C(c2ccccc2)c2ccccc2)CC1	-6%	27%	-1	18%	-5%	1%	7%	-13%	-1%
CCOC(=O)c1ccc(NC(=O)CCn2cnnn2)cc1	3%	39%[activator]	-8	-3%[59 µM]	5%	5%	-21%	0%	-1%

Three structures out of the list, sorted by heavy-atom count, falling.
SMILES	JMJD2A Tudor	HP1b chromo inh	PI4K2A block	G9a block	PGK inhibitor	Pin1 inh	BAZ2B block	ERG-DNA inh	GLS inh
COc1ccccc1N1CCN(c2ccc(NC(=O)c3ccc(C)cc3)cc2C(=O)O)CC1	-19%	18%	-7	-5%[59 µM]	-13%	2%	-15%	1%	-4%
C=CCN(CC(=O)NCC1CCCO1)C(=O)CCC(=O)Nc1cc(C)on1 (centres undefined)	-5%	41%[activator]	-2	10%	i	-2%	8%	-5%	-7%
CCOC(=O)/C(N=Nc1c(Br)cc(Br)cc1Br)=C(\C)O	7%[57.1 µM]	25%	-1	25%[59 µM]	8%	0%	2%	1%	5%

Remaining list, next part.
SMILES	JMJD2A Tudor	HP1b chromo inh	PI4K2A block	G9a block	PGK inhibitor	Pin1 inh	BAZ2B block	ERG-DNA inh	GLS inh
Cc1oc(-c2ccccc2F)nc1CN1CCC(C(=O)NCc2ccco2)CC1	-14%	28%	-4	-1%[59 µM]	9%	7%	-6%	0%	-12%
COc1cccc(N2CCN(C3C4CC5CC(C4)CC3C5)CC2)c1 (centres undefined)	-12%	17%	-2	50µM*	i	-1%	?	-5%	8%
O=C1CCC(=O)N1c1ccc(CSc2nnnn2C2CCCCC2)cc1	-6%	39%[activator]	11	42%[59 µM]	-3%	0%	/	3%	4%
C=CCNC(=S)N1CCN(c2ncc(C(F)(F)F)cc2Cl)CC1	-9%	30%	-2	16%	3%	-1%	4%	6%	13%
CCc1ccc2[nH]c(=O)c(CN(CCN(CC)CC)C(=O)Nc3ccccc3OC)cc2c1	-14%	5%	3	17%[12.7 µM]	2%	-10%	-1%	1%	19%
CC(C)(C)NC(=O)CSc1nncn1NCc1cccc2ccccc12	-22%	20%	4	-1%	i	-8%	?	10%	8%
Cc1ccccc1OC1C(=O)N(Cc2ccc3c(c2)OCO3)C1c1sccc1C (centres undefined)	-1%	35%	5	/	1%	5%	6%	5%	-4%
O=C(c1cc2n(n1)C(C(F)(F)F)CC(c1ccco1)N2)N1CCc2ccccc2C1 (centres undefined)	-33%	2%	-5	?	i	22%	?	-2%	21%
Cc1cc(/C=N/n2cnnc2)c(C)n1-c1ccc(OCc2ccccc2F)cc1	56µM*	?	-1	?	-9%[11.5 µM]	-2%	?	/	16%
O=C(O)c1nn(CCOc2cccc(Cl)c2)c(=O)c2ccccc12	-11%	37%[activator]	1	-14%	-6%	19%	-16%	0%	-7%
CN(CC(=O)Nc1ccccc1F)CC(=O)Nc1ccc(F)c(F)c1F	-3%	46%[activator]	-1	1%	/	-4%	-21%	-7%	7%
CCc1ccc(NS(=O)(=O)c2ccc3[nH]cc(C(=O)NCCc4cccc(C)c4)c(=O)c3c2)cc1	-6%	6%	0	-20%[59 µM]	0%	19%	3%	-9%	-8%
Cc1ccc(S(=O)(=O)N2CCN(C(=O)CN3CCCC3)C2)cc1	-11%	16%	12	?	-2%	13%	0%	1%	6%
C=CCSc1nc2c(cc1C#N)CCC2	38%[activator]	75%[activator]	-2	0%[59 µM]	i	0%	73%[activator]	2%	2%
CCOC(=O)c1c(NC(=O)CSc2nnc(CNc3ccc(Cl)cc3)o2)sc(C)c1C	-11%	24%	6	0%[59 µM]	-5%	13%	8%	-2%	13%
